ALOX12 inh = inhibitors of human 12S-lipoxygenase ALOX12. Potency, µM (doses to about 108 µM), inactives show top-dose activity change, negative = inhibition, most hits filed as inhibitors. 1.1% of 580,000 active. purified 12hLO, xylenol orange hydroperoxide absorbance; further: potency means the concentration at half of the fitted maximal effect; on the % scale 0 is the no-effect control and ±100 the full control effect
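Hydroperoxide product was detected by ferrous iron/xylenol orange as the 573 to 405 nm absorbance ratio. Arachidonic acid at 40 uM (final) was turned over for 30 min at room temperature by 150 nM human 12hLO, pH 7.0 Hepes buffer, after 15 min compound preincubation.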
RGS4 inh = human RGS4 inhibition. AID 504845. Transcreener GDP fluorescence polarization, RGS4-accelerated GTP hydrolysis. 0.039% of 390,000 active. Potency, µM (highest dose often 114 µM), without a hit: at the highest dose activity change, negative = inhibition, usual class: inhibitors. P49798; further: potency means the concentration at half of the fitted maximal effect; on the % scale 0 is the no-effect control and ±100 the full control effect; nearly all actives have a fitted effect of over 75% in size; some results filed as inactive show a strong effect at the top dose
Target sequence (P49798 whole entry, looked up): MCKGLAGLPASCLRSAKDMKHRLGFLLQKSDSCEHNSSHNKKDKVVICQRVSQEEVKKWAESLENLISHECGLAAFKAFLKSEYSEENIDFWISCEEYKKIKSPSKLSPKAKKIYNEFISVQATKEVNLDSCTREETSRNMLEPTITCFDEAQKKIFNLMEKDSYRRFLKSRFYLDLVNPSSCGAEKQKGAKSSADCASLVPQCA
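MLSMR compounds (23 nl, pin-transferred) preincubated 10 min at room temperature with a 500nM (2x) first reagent, then RGS4 at 900nM (2x) plus Transcreener GDP mix added; fluorescence polarization (620/688 nm) read before and after 90 min at 30 °C.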
ERG-DNA inh = inhibitors of human ERG Ets domain-DNA interaction. Potency, µM (titrated, usually from 76.9 µM), for the others: at the highest dose FP activity, negative = inhibition, actives largely listed as inhibitors. fluorescence polarization, His-ERG Ets domain / labelled DNA. 0.028% of 370,000 active. P11308. AID 624246; active means well fitted inhibition curve with a large enough effect in the polarisation, with a control signal flat; inconclusive means small, poorly fitted or top-dose-only effect, or effect the other way, or a change in a side signal; inactive means no such curve, though single readings can be large or run the other way; the % refers to the polarisation;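 further: polarization taken with two DNA probes labelled with fluorescein and Texas red; potency means the concentration at half of the fitted maximal effect; % of control where 0% means no effect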
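His-tagged ERG Ets domain (1 uM in the protein solution; 300mM KCl, 50mM Tris-HCl, 1mM EDTA, 1mM DTT, pH 7.5) received compound, then a probe mix of 5 nM fluorescein-DNA and 100nM Texas-615-DNA. Fluorescence polarization was read for both dyes.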
GLS inhibitor = inhibitors of human glutaminase (GLS) | AID 624170 | GLS enzymatic activity, qHTS titration | 0.21% of 410,000 active | Potency, µM (series often up to 45.5 µM), for the others: at the top dose activity change, negative = inhibition, usual class: inhibitors | O94925; further: potency means the concentration at half of the fitted maximal effect; on the % scale 0 is the no-effect control and ±100 the full control effect
Target sequence (O94925 whole entry, looked up): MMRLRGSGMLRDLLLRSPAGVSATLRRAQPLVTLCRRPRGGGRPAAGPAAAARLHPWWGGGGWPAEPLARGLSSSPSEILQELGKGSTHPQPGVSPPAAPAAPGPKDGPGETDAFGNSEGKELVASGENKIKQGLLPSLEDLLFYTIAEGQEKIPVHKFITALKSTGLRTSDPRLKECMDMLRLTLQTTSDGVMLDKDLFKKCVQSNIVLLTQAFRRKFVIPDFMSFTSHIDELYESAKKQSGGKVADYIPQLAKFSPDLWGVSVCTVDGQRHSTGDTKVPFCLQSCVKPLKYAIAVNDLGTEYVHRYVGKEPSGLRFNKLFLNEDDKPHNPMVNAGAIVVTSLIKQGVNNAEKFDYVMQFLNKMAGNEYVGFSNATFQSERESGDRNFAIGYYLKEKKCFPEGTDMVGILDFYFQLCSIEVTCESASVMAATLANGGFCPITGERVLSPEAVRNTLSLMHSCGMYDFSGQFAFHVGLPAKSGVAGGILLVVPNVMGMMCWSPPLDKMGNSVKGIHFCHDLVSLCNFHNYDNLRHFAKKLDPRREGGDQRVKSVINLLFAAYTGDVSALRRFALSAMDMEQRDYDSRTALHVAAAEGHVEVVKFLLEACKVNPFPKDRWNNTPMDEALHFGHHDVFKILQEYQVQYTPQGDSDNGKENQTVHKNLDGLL
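Human kidney-isoform GLS in 45 mM KH2PO4 pH 8.2, 0.02% Tween-20, with compound, started with 1mM L-Glutamine (added stock). Glutamate oxidase/HRP/Amplex red coupled fluorescence read at start and after 30 min at RT.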
PI4K2A block = blocks human PI4K2A kinase activity. Q9BTU6. purified PI4K2A, ADP-Glo luminescence, 1 h; active compounds read low. activity change, negative = inhibition, % at 76.9 µM. 0.13% of 420,000 active; in the data active means activity change below about -50%; inconclusive means mostly about -30% to -49%;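 further: -100% = wells without enzyme as full effect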
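PI4K2A activity was measured by ADP-Glo luminescence: enzyme (4 ug/mL stock) and phosphatidylinositol (1.2 mM stock) in Tris pH 7.5/MgCl2/EGTA/Triton X-100 buffer were reacted with ATP (300 microM stock) for one hour at ambient temperature.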
HP1b chromo inh = HP1-beta chromodomain-methylated histone interaction inhibition; 0.56% of 390,000 active; AlphaScreen HP1-beta / biotin-H3K9me3 peptide binding; Potency, µM (titrated, usually from 114 µM), for the others: at the highest dose activity change, negative = inhibition, usual class: inhibitors; further: potency means the concentration at half of the fitted maximal effect; nearly all actives have a fitted effect of over 70% in size; inactives centre near 23
Target sequence (P83916 whole entry, looked up): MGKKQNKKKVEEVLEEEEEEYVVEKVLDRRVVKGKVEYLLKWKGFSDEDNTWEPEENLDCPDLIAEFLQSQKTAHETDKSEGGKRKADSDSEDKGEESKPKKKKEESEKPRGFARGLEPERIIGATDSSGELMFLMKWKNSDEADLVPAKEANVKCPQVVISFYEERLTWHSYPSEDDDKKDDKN
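Compound inhibition of the preformed complex between 50 nM HP1-beta and 50 nM biotinylated H3K9me3 peptide was read by AlphaScreen. Buffer was PBS pH 7.4 with 0.01% Tween-20. Incubations ran 30 min at room temperature, with 10 ug/mL donor/acceptor beads.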
G9a block = inhibitors of human histone lysine methyltransferase G9a | G9a H3K9 monomethylation, AlphaScreen, 2 h | 8.8% of 350,000 active | AID 504332 | Potency, µM (top dose mostly 102 µM), for inactives: at the highest dose activity, negative = inhibition, usual class: inhibitors; further: potency means the concentration at half of the fitted maximal effect; on the % scale 0 is the no-effect control and ±100 the full control effect; nearly all actives have a fitted effect of over 75% in size
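G9a (20 nM) preincubated 15 min RT with compounds, then 500 nM biotinylated H3K9 peptide and 20 uM SAM added; 2 h RT reaction. Monomethyl-H3K9 product detected by AlphaScreen with anti-H3K9me1 antibody, streptavidin donor and anti-rabbit IgG acceptor beads.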
JMJD2A Tudor inh = JMJD2A Tudor domain (human) inhibition; O75164; AlphaScreen JMJD2A-Tudor / H3K4me3 peptide binding; Potency, µM (highest dose often 114 µM), inactives show at the highest dose activity change, negative = inhibition, most hits filed as inhibitors; 4.4% of 390,000 active; AID 504339; further: potency means the concentration at half of the fitted maximal effect; on the % scale 0 is the no-effect control and ±100 the full control effect; nearly all actives have a fitted effect of over 50% in size
BAZ2B inh = blocks human BAZ2B | AlphaScreen BAZ2B-H3K14Ac peptide displacement | Potency, µM (series often up to 114 µM), for inactives: at the highest dose activity change, negative = inhibition, actives largely listed as inhibitors | 4.4% of 360,000 active | AID 504333; further: potency means the concentration at half of the fitted maximal effect; on the % scale 0 is the no-effect control and ±100 the full control effect; nearly all actives have a fitted effect of over 60% in size
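Complex of BAZ2B and biotin-H3K14Ac (50 nM apiece) forms over 30 min at RT, then faces library compounds up to 110 uM for another 30 min; AlphaScreen beads added, 20 min dark incubation, luminescence read.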
* hit, by the source's call; [ ] = remark or other dose. Unless noted, the call rests on the fitted dose curve; in most records, active means well fitted curve in the direction sought with a large enough effect; inconclusive means small, poorly fitted or top-dose-only effect, or another doubt; inactive means no such curve, though single readings can be large; an effect the other way counts as inactive or inconclusive. These rows are one share of the data; rates above refer to the full screens.

`O=C(COC(=O)c1cc([N+](=O)[O-])ccc1NCCO)Nc1cccc(S(=O)(=O)N2CCCC2)c1` gave ALOX12 inh -7%, RGS4 inh -1%, ERG-DNA inh -1%, GLS inhibitor 8%, PI4K2A block -2, HP1b chromo inh -19%, G9a block 45µM*, JMJD2A Tudor inh inconclusive and BAZ2B inh -7%.
Cc1ccc(C(=O)c2cn(Cc3cccc(Cl)c3)c3nc(C)ccc3c2=O)cc1 was read as ALOX12 inh 0%, RGS4 inh -5%, ERG-DNA inh 8%, GLS inhibitor -11%, PI4K2A block -10, HP1b chromo inh 1%, G9a block -9%[59 µM], JMJD2A Tudor inh -29% and BAZ2B inh -4%.
CCCCCn1c(NCc2ccccc2OC)nc2ccccc21 was read as ALOX12 inh 6%, RGS4 inh 21%, ERG-DNA inh -12%, GLS inhibitor 18%, PI4K2A block 1, HP1b chromo inh 32%, G9a block -11%[59 µM], JMJD2A Tudor inh -24% and BAZ2B inh -19%.
For CCCCc1nc(Cl)c(C#N)c2c1CCCC2 the results were ALOX12 inh -1%, RGS4 inh -23%, ERG-DNA inh -10%, GLS inhibitor 2%, PI4K2A block -1, HP1b chromo inh 135%[activator], G9a block 194%[activator], JMJD2A Tudor inh 102%[activator] and BAZ2B inh 118%[activator].
Cc1cccc(NCc2nc(SCC(=O)Nc3ccccc3Br)n[nH]2)c1 was read as ALOX12 inh 0%, RGS4 inh -6%, ERG-DNA inh 1%, GLS inhibitor 9%, PI4K2A block 7, HP1b chromo inh 18%, G9a block 47%, JMJD2A Tudor inh -33% and BAZ2B inh -9%.
Screening CCCCc1nnc(NC(=O)C2CC(=O)N(c3ccc(C)cc3)C2)s1 (stereo unspecified) returned ALOX12 inh -14%, RGS4 inh -5%, ERG-DNA inh 18%, GLS inhibitor -1%, PI4K2A block -4, HP1b chromo inh 44%[activator], G9a block inconclusive, JMJD2A Tudor inh -3% and BAZ2B inh -19%.
`CCc1nc2ccccc2n1CCC(C)C` gave ALOX12 inh inconclusive, RGS4 inh 7%, ERG-DNA inh 0%, GLS inhibitor 12%, PI4K2A block -10, HP1b chromo inh 12%, G9a block -9%[59 µM] and JMJD2A Tudor inh -5%.
`Cc1ccc(-n2[nH]c(C)c(/C=N/N3C(=O)c4cccc5cccc(c45)C3=O)c2=O)cc1` gave ALOX12 inh 24%, RGS4 inh 24%, ERG-DNA inh 0%, GLS inhibitor 0%, PI4K2A block 1, HP1b chromo inh 28%, JMJD2A Tudor inh -28% and BAZ2B inh 2%.
`O=C(CCn1cncn1)N1CCN(S(=O)(=O)c2ccc(Cl)cc2)CC1` gave ALOX12 inh 9%, RGS4 inh 8%, ERG-DNA inh 1%, GLS inhibitor 2%, PI4K2A block -3, HP1b chromo inh 18%, G9a block 5%[59 µM], JMJD2A Tudor inh -7% and BAZ2B inh 12%.
For Cc1ccccc1C(=O)Nc1nnc(-c2ccc(F)cc2)o1 the results were ALOX12 inh 32%[activator][57.4 µM], RGS4 inh -4%, ERG-DNA inh -8%, GLS inhibitor -4%, PI4K2A block -1, HP1b chromo inh 53%[activator], G9a block -12%, JMJD2A Tudor inh -18% and BAZ2B inh inconclusive.
COc1ccc(C2NCCn3cccc32)cc1 (stereo unspecified) was read as ALOX12 inh 0%, RGS4 inh -6%, ERG-DNA inh -4%, GLS inhibitor -12%, PI4K2A block -6, HP1b chromo inh 22%, G9a block inconclusive, JMJD2A Tudor inh -32% and BAZ2B inh -33%.
COC(=O)CCC(=O)NNC(=O)c1cccc(Br)c1 was read as ALOX12 inh 14%, RGS4 inh 26%, ERG-DNA inh -1%, GLS inhibitor 16%, PI4K2A block -5, HP1b chromo inh 10%, G9a block -11%[59 µM], JMJD2A Tudor inh -13% and BAZ2B inh 4%.
CCn1cc(CN2CCN(Cc3ccc(OC)c(C)c3C)C(CCO)C2)c(C)n1 (stereo unspecified) was read as ALOX12 inh -6%, RGS4 inh 11%, ERG-DNA inh 2%, GLS inhibitor 0%, PI4K2A block -1, HP1b chromo inh 23%, G9a block -1%, JMJD2A Tudor inh -6% and BAZ2B inh 2%.
For Cc1ccc(-c2nc(CCN3C(=O)c4ccccc4C3=O)cs2)cc1 the results were ALOX12 inh -11%, RGS4 inh -14%, ERG-DNA inh -5%, GLS inhibitor 5%, PI4K2A block 0, HP1b chromo inh 97%, G9a block 37%[activator], JMJD2A Tudor inh 18% and BAZ2B inh 30%.
Screening OCCN(Cc1ccccc1)Cc1ccc(Cl)cc1Cl returned ALOX12 inh inconclusive, RGS4 inh 11%, GLS inhibitor -9%, PI4K2A block 4, HP1b chromo inh inconclusive, G9a block 7.1µM*, JMJD2A Tudor inh 3.5µM* and BAZ2B inh inconclusive.
COc1ccc(NC(=O)Cn2nnc(C(=O)Nc3ccc(C)c(F)c3)c2N)cc1Cl was read as ALOX12 inh -5%, RGS4 inh -10%, ERG-DNA inh 13%, GLS inhibitor 6%, PI4K2A block -3, HP1b chromo inh 36%, G9a block 2%[59 µM], JMJD2A Tudor inh -6% and BAZ2B inh 12%[57.1 µM].
`Oc1ccc(Nc2nc(-c3cccs3)cs2)cc1` gave ALOX12 inh -8%, RGS4 inh -22%, ERG-DNA inh -4%, GLS inhibitor 5%, PI4K2A block -4, HP1b chromo inh -1%, G9a block inconclusive, JMJD2A Tudor inh -27% and BAZ2B inh -9%.
For NC(=O)c1nn(-c2ccccc2)nc1NC(=O)Cn1nnc(-c2ccccc2)n1 the results were ALOX12 inh -38%, RGS4 inh -13%, ERG-DNA inh -6%, GLS inhibitor -16%, PI4K2A block 2, HP1b chromo inh 27%, G9a block 16%, JMJD2A Tudor inh -13% and BAZ2B inh -1%.
`Cc1cc(C)c(NC(=O)c2nc3ccccc3nc2N2CCCCC2)c(C)c1` gave ALOX12 inh inconclusive, RGS4 inh -16%, ERG-DNA inh -3%, GLS inhibitor -12%, PI4K2A block 2, HP1b chromo inh 30%, G9a block -5%[59 µM], JMJD2A Tudor inh -1% and BAZ2B inh 3%.
CC(C)CNS(=O)(=O)c1ccc(S(=O)(=O)NC2CCOC(C)(C)C2)cc1 (stereo unspecified) was read as ALOX12 inh 8%, RGS4 inh 0%, ERG-DNA inh -16%, GLS inhibitor 1%, PI4K2A block 0, HP1b chromo inh 27% and JMJD2A Tudor inh -8%.
COc1ccc2c(c1)CCCC21NC(=O)N(CC(=O)NC(=O)NCc2ccccc2)C1=O (stereo unspecified) was read as ALOX12 inh -10%, RGS4 inh 9%, ERG-DNA inh 6%, GLS inhibitor -5%, PI4K2A block 2, HP1b chromo inh 26%, G9a block -1%, JMJD2A Tudor inh -11% and BAZ2B inh -19%.
For O=C(c1ccc(-c2cccc(Cl)c2Cl)o1)N1CCOCC1 the results were ALOX12 inh -22%, RGS4 inh -40%, ERG-DNA inh -8%, GLS inhibitor 0%, PI4K2A block 12, HP1b chromo inh 11%, G9a block 40µM*, JMJD2A Tudor inh -12% and BAZ2B inh -29%.
Cc1cc(C)cc(C(=O)N[C@@H](C)C(=O)N2CCC3(CC2)NCCc2[nH]cnc23)c1 was read as ALOX12 inh 0%, RGS4 inh 19%[11.4 µM], ERG-DNA inh -3%, GLS inhibitor 4%, PI4K2A block -2, HP1b chromo inh 0%, JMJD2A Tudor inh -25% and BAZ2B inh -10%.
`Cc1cc(CN2CCN(CCC#N)CC2)c(O)c(C2(C)CCCCC2)c1` gave ALOX12 inh inconclusive, RGS4 inh 26%, ERG-DNA inh -3%, GLS inhibitor 12%, PI4K2A block 1, HP1b chromo inh 3%, G9a block inconclusive, JMJD2A Tudor inh inconclusive and BAZ2B inh inconclusive.
For CC1CCN(C(=O)CSc2nc3cccnc3n2C)CC1 the results were ALOX12 inh 0%, RGS4 inh inconclusive, ERG-DNA inh 0%, GLS inhibitor 2%, PI4K2A block -1, HP1b chromo inh 32%, G9a block 48%[12.7 µM], JMJD2A Tudor inh -14% and BAZ2B inh 3%.
`CC(=O)/C=C1/SC(CC(=O)O)C(=O)N1c1ccccc1` (stereo unspecified) gave ALOX12 inh 0%, RGS4 inh -22%, ERG-DNA inh -3%, GLS inhibitor -10%, PI4K2A block -1, HP1b chromo inh 59%[activator], G9a block 1%[59 µM], JMJD2A Tudor inh -16% and BAZ2B inh -3%.
For COCCN(CCOC)S(=O)(=O)c1ccc(C(=O)Nc2ccc([N+](=O)[O-])cc2OC)cc1 the results were ALOX12 inh 0%, RGS4 inh -3%, ERG-DNA inh 4%, GLS inhibitor 3%, PI4K2A block 13, HP1b chromo inh 37%, G9a block 4%, JMJD2A Tudor inh -17% and BAZ2B inh -11%.
`Cc1nn(-c2ccccc2)c(C)c1NC(=O)COC(=O)CCCOc1ccccc1` gave ALOX12 inh 4%, RGS4 inh 8%, ERG-DNA inh 8%, GLS inhibitor 5%, PI4K2A block 3, HP1b chromo inh 6%, G9a block -2%, JMJD2A Tudor inh -20% and BAZ2B inh 9%.
